ELG1 repair inh = qHTS screen for small molecules that inhibit ELG1-dependent DNA repair in human embryonic kidney (HEK293T) cells expressing luciferase-tagged ELG1; HEK293T ELG1-luciferase reporter, luminescence, 16 h; DNA damage induced by 5-fluorouridine; Potency, µM (highest dose often 46.1 µM), for inactives: top-dose activity change, negative = inhibition, most hits filed as inhibitors; 2.3% of 330,000 active; further: potency means the concentration at half of the fitted maximal effect; on the % scale 0 is the no-effect control and ±100 the full control effect; nearly all actives have a fitted effect of over 55% in size
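Luminescence from the luciferase reporter, measured 30 min after ONE-Glo reagent at room temperature, was the read-out. Beforehand, 2,000 cells per well were exposed for 16 hr at 37 °C to 5-fluorouridine together with compound or vehicle.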
TSHR antag = Antagonists of the Thyroid Stimulating Hormone Receptor: HTS campaign. Thyrotropin receptor (Homo sapiens), P16473. TSHR-expressing cells, TSH-stimulated cAMP HTRF, 2 h; hits give low values. activity change, negative = inhibition, % at 11.5 µM. 0.2% of 330,000 active. AID 504810, 2011;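 active means activity change below a set negative limit, meaning inhibition stronger than a set level, cut at about -70% in these data; inconclusive means activity change between two set negative limits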; further: on the % scale 0 is the no-effect control and ±100 the full control effect
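Freshly harvested TSHR cells receive pin-tooled compound, then EC80 TSH at 4nM final. After 2 hours at 37 deg C, antibody in lysis buffer and cAMP-d2 are added; 30 minutes at ambient temperature precede the HTRF read.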
PTAP TSG101 blk = qHTS Assay for Iinhibitors of HIV-1 Budding by Blocking the Interaction of PTAP/TSG101; Fluorescence polarization, FITC-PTAP peptide / Tsg101 binding; Potency, µM (titrated, usually from 115 µM), for inactives: top-dose activity change, negative = inhibition, usual class: inhibitors; 340,000 tested, under 10 active; active means well fitted inhibition curve with a large enough effect in the main read-out, with a control signal flat, not every such curve was filed as active; inconclusive means small, poorly fitted or top-dose-only effect, or effect the other way, or a change in a side signal; inactive means no such curve, though single readings can be large or run the other way; further: potency means the concentration at half of the fitted maximal effect; % of control where 0% means no effect
Target sequence (Q99816 whole entry, looked up): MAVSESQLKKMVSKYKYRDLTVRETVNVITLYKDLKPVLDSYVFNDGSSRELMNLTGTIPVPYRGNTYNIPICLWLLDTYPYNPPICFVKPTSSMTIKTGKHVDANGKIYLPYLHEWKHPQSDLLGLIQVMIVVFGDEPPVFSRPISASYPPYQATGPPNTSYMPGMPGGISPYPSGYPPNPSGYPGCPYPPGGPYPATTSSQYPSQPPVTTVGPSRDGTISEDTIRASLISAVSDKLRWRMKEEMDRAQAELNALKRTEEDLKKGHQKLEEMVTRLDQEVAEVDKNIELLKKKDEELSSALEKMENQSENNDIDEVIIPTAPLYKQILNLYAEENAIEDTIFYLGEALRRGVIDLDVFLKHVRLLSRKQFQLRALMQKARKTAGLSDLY
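Steps: Tsg101 binding domain dispensed (10 uM final), compounds pinned in DMSO, FITC-labeled PTAP-motif peptide added (50 nM final); after 20 min binding at room temperature, polarization measured.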
a7 integrin act = qHTS for Activators of Integrin-Mediated Alleviation for Muscular Dystrophy | AID 624291, 2012 | 0.064% of 350,000 active | alpha7betagal myoblasts, beta-gal FDG fluorescence, 48 h | Potency, µM (highest dose often 38.3 µM), for inactives: top-dose activation, most hits filed as activators;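 further: potency means the concentration at half of the fitted maximal effect; 100% = response of the positive control SU9516; nearly all actives have a fitted effect of over 60% in size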
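alpha7betagal+/- myoblasts (passage 13, 250/well) treated 48 h at 37C with compounds at 1:260 dilution of DMSO stock. Lysed, then beta-galactosidase activity read as FDG fluorescence (ex 480/em 540) after 30 min, with pre-read for autofluorescence.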
ASM inhibitor = Inhibitors of Secretory Acid Sphingomyelinase (S-ASM): qHTS | Sphingomyelin phosphodiesterase (Homo sapiens), P17405 | placental ASM, HMU-PC fluorogenic substrate, 60 min | Potency, µM (top dose mostly 57.5 µM), for inactives: at the highest dose activity change, negative = inhibition, usual class: inhibitors | 0.006% of 340,000 active; further: potency means the concentration at half of the fitted maximal effect
Target sequence (P17405 47-631 limits assumed): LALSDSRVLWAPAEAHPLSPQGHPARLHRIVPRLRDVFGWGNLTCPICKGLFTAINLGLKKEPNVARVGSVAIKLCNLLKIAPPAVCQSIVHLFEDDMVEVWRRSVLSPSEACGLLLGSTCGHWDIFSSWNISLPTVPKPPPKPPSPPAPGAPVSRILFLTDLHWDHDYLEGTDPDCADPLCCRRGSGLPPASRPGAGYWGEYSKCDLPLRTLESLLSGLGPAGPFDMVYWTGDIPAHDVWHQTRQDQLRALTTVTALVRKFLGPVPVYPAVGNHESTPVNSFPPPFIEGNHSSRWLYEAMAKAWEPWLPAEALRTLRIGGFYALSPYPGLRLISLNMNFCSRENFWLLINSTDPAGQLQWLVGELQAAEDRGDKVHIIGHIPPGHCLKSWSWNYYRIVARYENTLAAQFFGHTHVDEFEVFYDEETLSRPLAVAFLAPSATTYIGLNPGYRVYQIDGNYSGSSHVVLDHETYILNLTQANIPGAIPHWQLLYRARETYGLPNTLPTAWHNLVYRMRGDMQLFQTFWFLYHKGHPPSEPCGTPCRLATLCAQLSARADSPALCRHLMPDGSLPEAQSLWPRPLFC
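Human placenta-derived ASM enzyme was preincubated with compound for 10 minutes at room temperature, then given fluorogenic substrate HMU-PC0 (9 uM final) for 60 minutes at 37 °C; a pH 10 stop preceded fluorescence reading at Ex 386/Em 447 nm.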
Tb PFK block = qHTS Assay to Find Inhibitors of T. brucei phosphofructokinase; T. brucei PFK, ADP-Glo luminescence; Potency, µM (top dose mostly 57.5 µM), inactives show at the highest dose activity, negative = inhibition, hits mostly inhibitors; 0.17% of 330,000 active; AID 485367, 2010;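 further: potency means the concentration at half of the fitted maximal effect; 0% = uninhibited 1x PFK enzyme wells and -100% = no-enzyme wells; nearly all actives have a fitted effect of over 60% in size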
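In TEA buffer at pH 8.0 with 5 mM MgCl2, enzyme (1.25 nM) converted F6P (0.5 mM) and ATP (0.1 mM) for 45 min at room temperature. ADP product was read by luciferase luminescence.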
TCR activator = Activators of T cell receptors: qHTS campaign. primary human leukocytes, anti-CD3, IL-2 HTRF, 48 h. Potency, µM (titrated, usually from 9.22 µM), for inactives: top-dose activation of IL-2 secretion, hits mostly activators. 330,000 tested, under 10 active. AID 504894, 2011; further: % of control where 0% means no effect
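Human primary leukocytes + a-CD3 beads + cpd, 48 hr; IL-2 in supernatant by HTRF (ex 320nm / em 665nm). No co-stimulatory signal supplied.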
Mito fusion yeast = qHTS Assay for Small Molecule Inhibitors of Mitochondrial Division or Activators of Mitochondrial Fusion | S. cerevisiae fusion-defective mutant growth rescue, CellTiterGlo 48 h | Potency, µM (titrated, usually from 46.1 µM), inactives show at the highest dose growth rescue (activation), hits mostly activators | 0.23% of 320,000 active;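 further: potency means the concentration at half of the fitted maximal effect; % of control where 0% means no effect; nearly all actives have a fitted effect of over 45% in size; temperature-sensitive fusion mutants such as fzo1-1 at 37 °C on non-fermentable ethanol glycerol medium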
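Temperature-sensitive fusion-defective S. cerevisiae (e.g. fzo1-1, mgm1-5) were grown with compound in YPEG medium (3% ethanol, 3% glycerol) for 48 hours at 37C. Growth rescue was measured as viability by CellTiterGlo luminescence after 10 minutes at ambient.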
Chronic BCR inh = qHTS Assay to Find Inhibitors of Chronic Active B-Cell Receptor Signaling. 0.05% of 340,000 active. Potency, µM (highest dose often 46.1 µM), without a hit: at the highest dose ratio change, negative = lower green/red ratio, hits mostly inhibitors. AID 493014, 2011. ABC-DLBCL IkBa-CBG/CBR reporter, luminescence ratio, 4 h; active means well fitted inhibition curve with a large enough effect in the signal ratio, with a control signal flat, not every such curve was filed as active; inconclusive means small, poorly fitted or top-dose-only effect, or effect the other way, or a change in a side signal; the % refers to the signal ratio;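 further: potency means the concentration at half of the fitted maximal effect; plate controls were basal doxycycline-induced cells for no effect and cells given 10 µM MG132 for full effect; MG132 reads +100%, hits lower the ratio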
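TMD8 human ABC-DLBCL cells with doxycycline-inducible IκBα–green luciferase fusion and unfused red luciferase, in 0.5% FBS medium; compounds up to 46 uM, 4 h at 37C. Green/red luminescence ratio, filter-overlap corrected, fitted to concentration-response curves.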
A-T KAP1 phos = qHTS Assay for Identifying a Potential Treatment of Ataxia-Telangiectasia; […] A-T fibroblasts, KAP-1 phosphorylation AlphaLISA; neocarzinostatin DNA damage 30 min before lysis; Potency, µM (top dose mostly 57.5 µM), inactives show at the top dose activation, usual class: activators; 0.19% of 320,000 active; further: potency means the concentration at half of the fitted maximal effect; % of control where 0% means no effect; nearly all actives have a fitted effect of over 45% in size
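ATM-like activity read as KAP-1 phosphorylation via AlphaLISA donor/acceptor antibody pairs after lysis and 6 hr at 25C. Cells were ATM-null patient fibroblasts ([…], hTERT), dosed 60 min, then exposed to the DSB inducer NCS for 30 min.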
Eya2 phos inh = qHTS Assay for Inhibitors of the Phosphatase Activity of Eya2; 0.006% of 330,000 active; recombinant Eya2, OMFP fluorescence dephosphorylation (OMFP is methylfluorescein phosphate); Potency, µM (titrated, usually from 76.9 µM), for the others: at the top dose activity, negative = inhibition, most hits filed as inhibitors; AID 488837, 2010; Protein phosphatase EYA2 (Homo sapiens), O00167; further: potency means the concentration at half of the fitted maximal effect; on the % scale 0 is the no-effect control and ±100 the full control effect
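Eya2 (0.2 uM) preincubated 10 min at ambient with compound, then OMFP substrate added at 50 uM; 10 min reaction in 50 mM HEPES pH 7.5, 50 mM NaCl, 5 uM MgCl2, 0.05% BSA, 1 mM DTT. Fluorescence read at Ex 485/Em 525 nm.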
* = called active by the depositor; [ ] = dose if it differs, or a comment. Unless noted, the call rests on the fitted dose curve; in most records, active means well fitted curve in the direction sought with a large enough effect; inconclusive means small, poorly fitted or top-dose-only effect, or another doubt; inactive means no such curve, though single readings can be large; an effect the other way counts as inactive or inconclusive. Outcome played no part in choosing rows. About 3.2% of those tested had a hit in this group.

Results for CN(C(=O)CSc1nc2ccc(Br)cc2c(=O)n1Cc1ccco1)C1CCS(=O)(=O)C1 (stereo not drawn) ?
ELG1 repair inh: inconclusive; TSHR antag: 1; PTAP TSG101 blk: -3%; a7 integrin act: -35%; ASM inhibitor: -1%; Tb PFK block: -2%; TCR activator: 5%; Mito fusion yeast: -2%; Chronic BCR inh: inconclusive; A-T KAP1 phos: 2%; Eya2 phos inh: -20%

What do the screens show for `Cn1c(=O)c2c(nc(Br)n2Cc2ccc3ccccc3c2)n(C)c1=O`?
ELG1 repair inh: inconclusive; TSHR antag: -29; PTAP TSG101 blk: -6%; a7 integrin act: -43%; ASM inhibitor: -14%; Tb PFK block: 5%; TCR activator: 0%; Mito fusion yeast: 12%; Chronic BCR inh: inconclusive; A-T KAP1 phos: 5%; Eya2 phos inh: 17%[15.4 µM]

What do the screens show for `O=C(O)c1cccc2cc(-c3ccccc3)oc(=O)c12`?
ELG1 repair inh: 8%; TSHR antag: -2; PTAP TSG101 blk: -4%; a7 integrin act: 0%; ASM inhibitor: 81%[activator]; Tb PFK block: 18%; TCR activator: -1%; Mito fusion yeast: -17%; Chronic BCR inh: 4%; A-T KAP1 phos: -3%; Eya2 phos inh: -13%

What do the screens show for `CCOCCCNC(=O)Cc1ccc(OC)c(OC)c1`?
ELG1 repair inh: 13%; TSHR antag: -7; PTAP TSG101 blk: -4%; a7 integrin act: 5%; ASM inhibitor: 2%; Tb PFK block: -9%; TCR activator: -6%; Mito fusion yeast: -3%; Chronic BCR inh: -9%; A-T KAP1 phos: 0%; Eya2 phos inh: 10%

What do the screens show for `FC(F)Sc1ccc(NC(=S)NC2CCC(NC(=S)Nc3ccc(SC(F)F)cc3)CC2)cc1` (stereo not drawn)?
ELG1 repair inh: -8%; TSHR antag: 0; PTAP TSG101 blk: -1%; a7 integrin act: -11%; ASM inhibitor: 4%; Tb PFK block: -4%; TCR activator: 3%; Mito fusion yeast: 0%; Chronic BCR inh: -16%; A-T KAP1 phos: 1%; Eya2 phos inh: -8%

What do the screens show for `Cc1ccc(NC(=O)CN2C(=O)c3ccccc3S2(=O)=O)cc1C`?
ELG1 repair inh: inconclusive; TSHR antag: 3; PTAP TSG101 blk: 0%; a7 integrin act: -25%; ASM inhibitor: 24%; Tb PFK block: -1%; TCR activator: -2%; Mito fusion yeast: 11%; Chronic BCR inh: inconclusive; A-T KAP1 phos: -2%; Eya2 phos inh: -10%

How did CCC(C(=O)OCC(=O)Nc1c(C)n(C)n(-c2ccccc2)c1=O)c1ccccc1 (stereo not drawn) do in these assays?
ELG1 repair inh: -2%; TSHR antag: 9; PTAP TSG101 blk: -8%; a7 integrin act: 24%; ASM inhibitor: 4%; Tb PFK block: -5%; TCR activator: 8%; Mito fusion yeast: 2%; Chronic BCR inh: 1%; A-T KAP1 phos: -7%; Eya2 phos inh: -27%

How did COc1ccc(CCC(=O)Nc2ncc(C)s2)cc1 do in these assays?
ELG1 repair inh: 17%; TSHR antag: 0; PTAP TSG101 blk: -1%; a7 integrin act: inconclusive; ASM inhibitor: 7%; Tb PFK block: -10%; TCR activator: -2%; Mito fusion yeast: -7%; Chronic BCR inh: 8%; A-T KAP1 phos: 5%; Eya2 phos inh: 0%

Results for Cc1cccc(C(C)C)c1NC(=O)CN1C(=O)NC2(CCc3ccccc32)C1=O (stereo not drawn) ?
ELG1 repair inh: -1%; TSHR antag: -4; PTAP TSG101 blk: 1%; a7 integrin act: 0%; ASM inhibitor: 0%; Tb PFK block: -1%; TCR activator: 4%; Mito fusion yeast: -6%; Chronic BCR inh: -1%; A-T KAP1 phos: 9%; Eya2 phos inh: -31%

What do the screens show for `COCc1ccc(CN2CCCC(CO)(Cc3ccccc3)C2)o1` (stereo not drawn)?
ELG1 repair inh: 12%; TSHR antag: 8; PTAP TSG101 blk: 1%; a7 integrin act: -25%; ASM inhibitor: 4%; Tb PFK block: -2%; TCR activator: 4%; Mito fusion yeast: -4%; Chronic BCR inh: 5%; A-T KAP1 phos: 2%; Eya2 phos inh: 6%

What do the screens show for `CN(CCOCCOc1ccc(F)cc1)Cc1ccccc1`?
ELG1 repair inh: -22%; TSHR antag: 13; PTAP TSG101 blk: -1%; a7 integrin act: -10%; ASM inhibitor: -1%; Tb PFK block: -7%; TCR activator: 5%; Mito fusion yeast: -3%; Chronic BCR inh: 0%; A-T KAP1 phos: 7%; Eya2 phos inh: -20%

How did CCCCSc1nc(C)c(CC(=O)O)c(=O)[nH]1 do in these assays?
ELG1 repair inh: -2%; TSHR antag: 0; PTAP TSG101 blk: -3%; a7 integrin act: -5%; ASM inhibitor: 1%; Tb PFK block: -5%; TCR activator: 5%; Mito fusion yeast: 3%; Chronic BCR inh: -2%; A-T KAP1 phos: -1%; Eya2 phos inh: 14%

Results for COC(=O)c1cnn2c(C(F)(F)F)cc(-c3ccco3)nc12 ?
ELG1 repair inh: 4%; TSHR antag: 8; PTAP TSG101 blk: 0%; a7 integrin act: -35%; Tb PFK block: 1%; TCR activator: 0%; Mito fusion yeast: 3%; Chronic BCR inh: 24%; A-T KAP1 phos: -11%; Eya2 phos inh: -1%

Results for O=c1[nH]c(CO)nc2c1oc1ccccc12 ?
ELG1 repair inh: 11%; TSHR antag: -12; PTAP TSG101 blk: 0%; a7 integrin act: -3%; ASM inhibitor: 5%; Tb PFK block: 5%; TCR activator: 5%; Mito fusion yeast: 0%; Chronic BCR inh: 3%; Eya2 phos inh: -6%

Results for COc1ccc(CCNCC(=O)Nc2ccc(C(=O)N3CCCCC3)cc2)cc1 ?
ELG1 repair inh: -1%; TSHR antag: 1; PTAP TSG101 blk: -6%; a7 integrin act: -11%; ASM inhibitor: -2%; Tb PFK block: -11%; TCR activator: 8%; Mito fusion yeast: -10%; Chronic BCR inh: 0%; A-T KAP1 phos: -6%; Eya2 phos inh: 5%

What do the screens show for `Cc1ccc(C(=O)COC(=O)CCN2C(=O)C3C4CCC(C4)C3C2=O)cc1[N+](=O)[O-]` (stereo not drawn)?
ELG1 repair inh: 7%; TSHR antag: -48; PTAP TSG101 blk: -11%; a7 integrin act: 0%; ASM inhibitor: 5%; Tb PFK block: -1%; TCR activator: 3%; Mito fusion yeast: -4%; Chronic BCR inh: 8%; A-T KAP1 phos: 7%; Eya2 phos inh: -11%

What do the screens show for `O=C(COC(=O)C1CCN(S(=O)(=O)c2cccs2)CC1)NCc1ccc(F)cc1`?
ELG1 repair inh: 11%; TSHR antag: 3; PTAP TSG101 blk: -3%; a7 integrin act: -12%; ASM inhibitor: 2%; Tb PFK block: -2%; TCR activator: 3%; Mito fusion yeast: 0%; Chronic BCR inh: 0%; A-T KAP1 phos: -4%; Eya2 phos inh: -23%

How did CCOC(=O)C1=C(C)Nc2ccccc2N=C1NC(=O)c1cccc(S(=O)(=O)N(C)C)c1 do in these assays?
ELG1 repair inh: inconclusive; TSHR antag: 0; PTAP TSG101 blk: -3%; a7 integrin act: -18%; ASM inhibitor: 0%; Tb PFK block: 1%; TCR activator: -2%; Mito fusion yeast: 2%; Chronic BCR inh: -1%; A-T KAP1 phos: 13%; Eya2 phos inh: -7%[15.4 µM]

What do the screens show for `COc1ccc(Cl)cc1NC(=S)N(Cc1ccccc1C)CC1CCC(C(=O)O)CC1` (stereo not drawn)?
ELG1 repair inh: 0%; TSHR antag: -2; PTAP TSG101 blk: -6%; a7 integrin act: 28%; ASM inhibitor: -2%; Tb PFK block: -2%; TCR activator: -4%; Mito fusion yeast: 2%; Chronic BCR inh: inconclusive; A-T KAP1 phos: 3%; Eya2 phos inh: -10%
